High-throughput results from PubChem BioAssay.
NPSR antagonist – blocks cAMP signaling of the human neuropeptide S receptor. CHO-NPSR cells, cAMP TR-FRET, antagonist mode. Q6W5P4. Potency, µM (doses to about 38.3 µM), for the others: at the highest dose activity change, negative = inhibition, actives largely listed as inhibitors. 1% of 220,000 active; note: potency is the fitted concentration of half-maximal effect; % is set by controls: 0 for no effect and ±100 for the full control effect; nearly all actives have a fitted effect of over 50% in size; many of its hits are not listed in these tables
Target sequence (Q6W5P4 whole entry, looked up): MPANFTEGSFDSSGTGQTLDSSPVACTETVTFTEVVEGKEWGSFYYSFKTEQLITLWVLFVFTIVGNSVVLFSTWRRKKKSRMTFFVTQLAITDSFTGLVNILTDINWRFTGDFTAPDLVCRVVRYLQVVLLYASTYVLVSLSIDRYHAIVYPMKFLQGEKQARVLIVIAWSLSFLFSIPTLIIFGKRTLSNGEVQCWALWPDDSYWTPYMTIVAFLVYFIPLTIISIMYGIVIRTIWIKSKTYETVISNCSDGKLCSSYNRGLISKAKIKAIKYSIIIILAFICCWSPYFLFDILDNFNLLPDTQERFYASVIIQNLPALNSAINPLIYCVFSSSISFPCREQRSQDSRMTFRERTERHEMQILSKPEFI
Epigenetic reg – regulators of epigenetic silencing causing reporter derepression in mouse cells | murine LDR cells, GFP reporter derepression, 30 h | Potency, µM (titrated, usually from 53.9 µM), for the others: at the top dose GFP activation, actives largely listed as activators | 0.2% of 280,000 active | AID 1865; note: potency is the fitted concentration of half-maximal effect; % of control where 0% means no effect; nearly all actives have a fitted effect of over 60% in size
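Derepression of a silenced CMV-GFP reporter in murine LDR cells is scored by enumerating GFP-positive cells with a laser-scanning microplate cytometer after 30 hours of treatment at 37 C.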
IMPase Li cell – IMPase inhibition in cells with lithium potentiation | 0.35% of 210,000 active | CHO-M1 cells, IP1 TR-FRET (IP-One), carbachol + lithium | Potency, µM (series often up to 59.4 µM), for inactives: top-dose activity, negative = IMPase inhibition, actives largely listed as inhibitors;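 note: IP1 builds up when IMPase is blocked and the TR-FRET signal falls; potency is the fitted concentration of half-maximal effect; plate controls were basal vehicle for no effect and high inhibitor control for full effect; nearly all actives have a fitted effect of over 50% in size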
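Concentration–response in CHO-M1 cells, lithium-potentiated; 30 min at 37C. IP1 detected by competitive TR-FRET after 10 min lysis at RT. Hill-fitted AC50.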
KinaseGlo FLuc – Kinase-Glo luciferase inhibition (counter-screen). Q27757. Kinase-Glo luciferase, ATP luminescence, 8 min. Potency, µM (series often up to 38.3 µM), without a hit: top-dose activity change, negative = inhibition, actives largely listed as inhibitors. 0.28% of 200,000 active; note: potency is the fitted concentration of half-maximal effect; % is set by controls: 0 for no effect and ±100 for the full control effect; nearly all actives have a fitted effect of over 60% in size
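Inhibition of Kinase-Glo luciferase light generation was assessed at 10 uM ATP in pH 7.2 imidazole buffer, with luminescence measured after eight minutes at ambient temperature.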
CBFb-RUNX1 inh – CBF-beta/RUNX1 interaction disruption | Q01196+Q13951 | Potency, µM (top dose mostly 59.8 µM), for inactives: at the highest dose activity, negative = inhibition, usual class: inhibitors | 230,000 tested, under 10 active | AlphaScreen CBFb-His/RUNX1-biotin binding, biochemical; note: % of control where 0% means no effect
Target sequence (Q01196 whole entry, looked up): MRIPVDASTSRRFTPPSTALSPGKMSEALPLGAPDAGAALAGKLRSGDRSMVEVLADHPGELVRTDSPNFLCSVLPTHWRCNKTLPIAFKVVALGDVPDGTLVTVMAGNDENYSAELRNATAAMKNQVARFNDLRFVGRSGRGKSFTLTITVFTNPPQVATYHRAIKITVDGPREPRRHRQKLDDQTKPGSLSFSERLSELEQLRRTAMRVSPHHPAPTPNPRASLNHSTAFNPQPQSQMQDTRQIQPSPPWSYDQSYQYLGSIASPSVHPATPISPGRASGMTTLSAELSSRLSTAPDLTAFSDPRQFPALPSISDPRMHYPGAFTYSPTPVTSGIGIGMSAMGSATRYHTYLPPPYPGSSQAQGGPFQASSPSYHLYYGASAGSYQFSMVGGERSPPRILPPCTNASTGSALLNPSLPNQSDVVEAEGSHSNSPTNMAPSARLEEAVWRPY
Target sequence (Q13951 whole entry, looked up): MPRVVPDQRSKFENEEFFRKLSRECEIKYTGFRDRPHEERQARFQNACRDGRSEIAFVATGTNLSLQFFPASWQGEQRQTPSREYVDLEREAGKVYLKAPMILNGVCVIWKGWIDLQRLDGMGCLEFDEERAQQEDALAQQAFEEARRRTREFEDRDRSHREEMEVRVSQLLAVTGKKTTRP
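Compounds were screened at multiple concentrations against a preformed CBF-beta(His)/RUNX1(biotin) complex (30 nM of each) for 15 min at room temperature, followed by 90 min with nickel and streptavidin beads and AlphaScreen reading.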
HTT aggregate – reduces HttQ103-GFP aggregates in PC12 cells. 1.1% of 220,000 active. Potency, µM (titrated, usually from 46.1 µM), for inactives: at the highest dose activity change, negative = inhibition, hits mostly inhibitors. PC12 HttQ103-GFP aggregates, Acumen cytometry, 40 h; note: potency is the fitted concentration of half-maximal effect; % is set by controls: 0 for no effect and ±100 for the full control effect; nearly all actives have a fitted effect of over 60% in size
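Aggregates are detected as GFP objects 1–25 µm with signal 6 STDEV over background in lysates of induced PC12 cells. These carry Huntingtin exon 1 with 103 glutamines fused to GFP under an ecdysone promoter; compounds titrated.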
LMNA splice mod – modulators of lamin A splicing; HeLa LMNA splicing GFP/RFP minigene ratio, 48 h; Potency, µM (highest dose often 46.1 µM), for the others: at the top dose ratio change, negative = inhibition, usual class: inhibitors; 0.01% of 200,000 active; AID 1487; active = well fitted inhibition curve with a large enough effect in the signal ratio, with a control signal flat, not every such curve was filed as active; inconclusive = small, poorly fitted or top-dose-only effect, or effect the other way, or a change in a side signal; the % refers to the signal ratio; note: potency is the fitted concentration of half-maximal effect; % is set by controls: 0 for no effect and ±100 for the full control effect
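S3 HeLa cells stably expressing lamin A-EGFP splicing minigene plus DsRed2, 600 cells/well, 48 h compound exposure at 37C. Laser-scanning cytometry; analysed as GFP (500-530 nm)/RFP (575-640 nm) total intensity ratio; 0.5% DMSO vehicle.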
* marks the source's active call; other numbers are inactive results; ? = inconclusive; · = not tested or not shown; [ ] = remark or other dose. Unless noted, calls come from the whole dose curve; as a rule, active = well fitted curve in the direction sought with a large enough effect; inconclusive = small, poorly fitted or top-dose-only effect, or another doubt; inactive = no such curve, though single readings can be large; an effect the other way counts as inactive or inconclusive. An excerpt; rates above refer to the full screens.

SMILES	NPSR antagonist	Epigenetic reg	IMPase Li cell	KinaseGlo FLuc	CBFb-RUNX1 inh	HTT aggregate	LMNA splice mod
CC(=O)Nc1cccc(-c2csc(Nc3ccc(C)cn3)n2)c1	13%	-1.0%	-2%	-1%	-6%	-11%	-17%
COc1ccc(OC2C(=O)N(Cc3ccc4c(c3)OCO4)C2c2sccc2C)cc1 (configuration not stated)	-13%[46.1 µM]	-1.1%	25%[38.3 µM]	-1%	-1%	?	?
O=C(NCCC1=CCCCC1)C1CCCN(S(=O)(=O)c2ccccc2)C1 (configuration not stated)	-2%[46.1 µM]	-0.8%	9%[38.3 µM]	1%	13%	-5%	?
COc1ccc(OC)c(-c2csc(N(CC3CCCO3)C(=O)C3CCCCC3)n2)c1 (configuration not stated)	?	-7.4%	15%	-2%	3%	-9%[9.22 µM]	·
COc1cc(NC(=O)c2ccccc2-c2ccccc2)cc(OC)c1OC	5%	2.2%	1%	-1%	3%	?	?
CC(=O)N1CCc2cc(C(=O)CN3CCC(C)CC3)ccc21	1%[46.1 µM]	1.9%	3%[38.3 µM]	-4%	-3%	29%	4%
Cc1cc(C)nc(NN=C2CCCC2)n1	11%	-1.0%	-3%	0%	0%	-2%	-16%
CC(=O)c1c(C)[nH]c(C(=O)N2CCN(c3cc(Cl)ccc3C)CC2)c1C	-15%[46.1 µM]	-5.7%	28%[38.3 µM]	-1%	-1%	-9%	-18%
CCOC(=O)c1[nH]c(C)c(C)c1C	-1%[46.1 µM]	-1.4%	3%[38.3 µM]	0%	3%	12%	8%
O=C(NCCCn1ccnc1)/C(=C\c1ccco1)NC(=O)c1ccco1	27%	-0.3%	-8%	5%	-15%	-8%	18%[46 µM]
CC(=O)c1sc2nc(=O)c(C)nn2c1C	-4%[46.1 µM]	0.0%	5%[38.3 µM]	1%	3%	2%	1%
CCn1c(=O)cc(SCC(=O)Nc2cc(OC)c(OC)c(OC)c2)c2ccccc21	-16%[46.1 µM]	0.0%	9%[38.3 µM]	-3%	0%	?	-24%
CCCNC(=O)c1cccc(COc2ccccc2OC)c1	6%	-1.2%	5%	-1%	2%	-11%	-13%[46 µM]
NCC(=O)NCC(=O)OCc1ccccc1	11%	-1.4%	0%	8%	-9%	7%	19%[46 µM]
COc1cc(NC(=O)c2cccc(F)c2)cc(OC)c1OC	9%	1.1%	-2%	0%	-1%	16%	·

Four compounds from above, limited to HTT aggregate, KinaseGlo FLuc and LMNA splice mod.
Compound | HTT aggregate | KinaseGlo FLuc | LMNA splice mod
CC(=O)Nc1cccc(-c2csc(Nc3ccc(C)cn3)n2)c1 | -11% | -1% | -17%
COc1ccc(OC2C(=O)N(Cc3ccc4c(c3)OCO4)C2c2sccc2C)cc1 (configuration not stated) | ? | -1% | ?
O=C(NCCC1=CCCCC1)C1CCCN(S(=O)(=O)c2ccccc2)C1 (configuration not stated) | -5% | 1% | ?
COc1ccc(OC)c(-c2csc(N(CC3CCCO3)C(=O)C3CCCCC3)n2)c1 (configuration not stated) | -9%[9.22 µM] | -2% | ·

The list goes on.
SMILES	NPSR antagonist	Epigenetic reg	IMPase Li cell	KinaseGlo FLuc	CBFb-RUNX1 inh	HTT aggregate	LMNA splice mod
COC(=O)/C(=C\Nc1ccc(Oc2ccc(F)cc2F)nc1)NC(=O)c1ccccc1	-4%	0.0%	·	·	-6%	15%[9.22 µM]	·
c1ccc(-c2oc3ncnc(NCCCN4CCOCC4)c3c2-c2ccccc2)cc1	-26%[46.1 µM]	13%	14%[38.3 µM]	-2%	-4%	2%[9.22 µM]	6%
Cc1cccn2c(=O)c3cc(C(=O)O)n(C)c3nc12	-4%	0.0%	-14%	1%	-1%	27%	-1%
CCCCOc1cc(=O)[nH]c(=O)[nH]1	-6%[46.1 µM]	0.0%	13%[38.3 µM]	-3%	8%	0%	13%
COc1ccc(CCNC(=O)Cn2ccc3c(OC)cccc3c2=O)cc1OC	6%	1.6%	·	·	5%	-2%[9.22 µM]	·
CCCc1[nH]nc2c1C(c1cc(OC)cc(OC)c1)C(C#N)=C(N)O2 (configuration not stated)	-17%[46.1 µM]	-6.0%	-8%[38.3 µM]	0%	-2%	9%[9.22 µM]	14%
Cc1cccc(CCN(C(=O)Cc2cccs2)C(C(=O)NC2CCCCC2)c2cccnc2)c1 (configuration not stated)	-6%[46.1 µM]	-1.5%	-2%[38.3 µM]	-3%	-3%	0%	-3%
Cc1nc2cc(-c3ccc(Cl)cc3)nn2c(NCCN(C)C)c1C	-48%	-4.7%	15%	3%	8%	-11%[9.22 µM]	·
COc1ccc(C(=O)COC(=O)C(C(C)C)N2C(=O)C3C4C=CC(C4)C3C2=O)cc1 (configuration not stated)	-15%[46.1 µM]	-4.4%	25%[38.3 µM]	-5%	1%	5%	-1%
O=C(Nn1cnnc1)C(Sc1ccccc1)c1ccccc1 (configuration not stated)	-16%[46.1 µM]	6.2%	-13%[38.3 µM]	0%	9%	-3%	?
N#Cc1nc(-c2ccc(F)cc2)oc1NCc1ccccc1	-24%[46.1 µM]	12%	-9%[38.3 µM]	18%	1%	10%	5%
CCCn1c(SCCN2C(=O)c3ccccc3C2=O)n[nH]c1=O	5%[46.1 µM]	0.9%	-1%[38.3 µM]	-3%	2%	-1%	?
COc1ccc(C(=O)CSc2nnc(NC(=O)C3CC(=O)N(c4ccccc4C)C3)s2)cc1 (configuration not stated)	-23%	-1.0%	-11%	4%	-8%	13%	-12%
COc1ccc(N2CCN(C(CNS(=O)(=O)c3cc(F)ccc3F)c3cccnc3)CC2)cc1 (configuration not stated)	?	-1.5%	4%[38.3 µM]	2%	-7%	15%[9.22 µM]	8%
CC(C)CCNC(=O)c1cc2c(s1)-c1ccccc1S(=O)(=O)C2	-12%	-1.8%	·	·	2%	11%[9.22 µM]	·
CCN(CC)N=Nc1[nH]nc2nc(C)cc(C)c12	-1%[46.1 µM]	-1.2%	1%[38.3 µM]	1%	9%	6%	?
Cc1cc(-c2c(C)[nH]n(-c3ccccc3)c2=O)n(-c2ccccc2)n1	-5%[46.1 µM]	-2.0%	3%[38.3 µM]	8%	5%	-9%	10%
O=S(=O)(NCc1ccccn1)c1cc(C(F)(F)F)ccc1Cl	9%	-3.7%	3%	-1%	12%	-13%	2%[46 µM]
Cc1c(Cl)cnc(NC(=O)COC(=O)CCC(=O)c2cccs2)c1Cl	0%[46.1 µM]	-0.9%	·	·	5%	3%	1%
CN1C(=O)CSc2ccc(NC(=O)NCc3ccco3)cc21	-18%[46.1 µM]	1.5%	-6%[38.3 µM]	0%	1%	-12%[9.22 µM]	10%
O=[N+]([O-])c1ccn(-c2nc(-c3cccs3)cc(C(F)(F)F)n2)n1	-5%	1.5%	1%	1%	8%	13%	·
Cc1ccc(N=Nc2c(N)nn3c(C)cc(C)nc23)cc1	-1%	-2.0%	7%	0%	-5%	-18%	-10%
CC(=O)Nc1ccc(S(=O)(=O)Nc2ccc(F)c([N+](=O)[O-])c2)cc1	2%	1.9%	2%	2%	-1%	4%[9.22 µM]	·
S=C1NC2=C(CCCC2=C2SCCS2)C(c2ccccc2)N1 (configuration not stated)	-33%	2.6%	11%	-1%	-29%	3%	?
CC(C)(C)OC(=O)N1CCC(C(=O)N[C@H](Cc2ccccc2)C(=O)O)CC1	-6%[46.1 µM]	-3.2%	12%[38.3 µM]	2%	1%	2%	-8%
Clc1cccc(N2CCN(c3nnnn3-c3ccccc3)CC2)c1	-33%	1.1%	11%	-1%	5%	-7%	?
COC(=O)C/C=C/[C@@H](C)[C@@H](Cc1ccccc1Br)OC	·	-1.1%	10%	1%	10%	·	·
Cc1ccc(N2NC(C)(c3cccs3)NC2=S)cc1 (configuration not stated)	-4%	-0.9%	7%	4%	-4%	19%	15%
C/C(=C\c1ccccc1)CN1CCC(C(=O)N2CCCC(C)C2)CC1 (configuration not stated)	1%	-0.4%	11%	-1%	8%	8%	·
CC(C)c1ccc(-c2cc(C(=O)NN3CCN(C)CC3)c3ccccc3n2)cc1	-13%	-11%	-4%	-18%	-24%	4%	-11%
CC(=O)c1cccc(NC(=O)C2CCN(S(C)(=O)=O)CC2)c1	-7%[46.1 µM]	0.3%	12%[38.3 µM]	-1%	8%	-3%	4%
O=C(N/N=C1\CCCc2c1[nH]c1ccc(Cl)cc21)c1ccncc1	-5%[46.1 µM]	-1.8%	-7%[38.3 µM]	0%	3%	-17%	0%
O=C(CSC1=NC(=O)C(Cc2ccccc2)C(=O)N1)NC1CCCCC1 (configuration not stated)	-12%[46.1 µM]	0.0%	37%[activator][38.3 µM]	-1%	0%	29%	21%
NS(=O)(=O)c1ccc(NC(=S)Nc2ccc(S(=O)(=O)N3CCCC3)cc2)cc1	9%	-0.2%	2%	·	-4%	4%	·
NS(=O)(=O)c1ccc(CCNC(=O)C2CCN(S(=O)(=O)c3ccccc3)CC2)cc1	10%	-1.5%	-3%	-1%	-3%	4%	1%[46 µM]
C=CCOc1ccc(/C(O)=C2/C(=O)C(=O)N(CCCn3ccnc3)C2c2cccs2)cc1 (configuration not stated)	12%[46.1 µM]	0.0%	?	0%	?	15%	-2%
Cn1c(SCC(=O)OC2CCCCC2)nnc1-c1ccco1	0%[46.1 µM]	-2.1%	18%	-7%	6%	-18%	-7%
CCOc1ccc(NC(=O)c2ccc(N)cc2)cc1	11%[46.1 µM]	-1.0%	3%	-6%	-2%	-21%	-9%
C=CCN=C1S/C(=C\c2ccc(N(C)C)cc2)C(=O)N1CC=C	44%	3.0%	·	·	3%	-14%[9.22 µM]	·
Cc1cc(C)c2c(N)c(C(=O)c3ccccc3)oc2n1	-14%[46.1 µM]	1.4%	-2%[38.3 µM]	-2%	3%	-3%	9%
COc1ccc(/C=C/C(=O)NC2CCCCCCC2)cc1S(=O)(=O)N1CCOCC1	-10%	0.0%	0%	-1%	2%	14%	?
Cn1cnnc1SCC(=O)c1c(N)n(Cc2ccccc2)c(=O)n(C)c1=O	-9%	0.9%	-5%	0%	5%	-18%	7%[46 µM]
CC1CCCCC1NC(=O)c1ccc(S(=O)(=O)N2CCCC2)cc1 (configuration not stated)	-6%[46.1 µM]	0.0%	15%[38.3 µM]	-5%	-6%	-11%	-4%

Three compounds from above, arranged by molar mass, highest first:
SMILES	NPSR antagonist	Epigenetic reg	IMPase Li cell	KinaseGlo FLuc	CBFb-RUNX1 inh	HTT aggregate	LMNA splice mod
Cc1cccc(CCN(C(=O)Cc2cccs2)C(C(=O)NC2CCCCC2)c2cccnc2)c1 (configuration not stated)	-6%[46.1 µM]	-1.5%	-2%[38.3 µM]	-3%	-3%	0%	-3%
O=C(CSC1=NC(=O)C(Cc2ccccc2)C(=O)N1)NC1CCCCC1 (configuration not stated)	-12%[46.1 µM]	0.0%	37%[activator][38.3 µM]	-1%	0%	29%	21%
CC(=O)c1sc2nc(=O)c(C)nn2c1C	-4%[46.1 µM]	0.0%	5%[38.3 µM]	1%	3%	2%	1%
